SNCA expr inh: SNCA gene expression inhibition | HEK-293 SNCA-luciferase knock-in, luminescence, 24 h | Potency, µM (titrated, usually from 57.2 µM), for the others: at the top dose activity change, negative = inhibition, usual class: inhibitors | 140,000 compounds, 0.17% hits;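 also: potency is read from the fitted curve at half-maximal effect; plate controls were DMSO cells for no effect and cell-free wells for full effect; nearly all actives have a fitted effect of over 45% in size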
GPT2 inh: blocks human glutamate pyruvate transaminase 2. Recombinant GPT2, coupled pyruvate oxidase/HRP Amplex Red fluorescence. Potency, µM (series often up to 57.7 µM), for inactives: at the highest dose activity change, negative = inhibition, hits mostly inhibitors. 100,000 compounds, 0.25% hits; also: potency is read from the fitted curve at half-maximal effect; nearly all actives have a fitted effect of over 60% in size; many of its hits are not listed in these tables
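Fluorescence read-out: pyruvate from GPT2 turnover coupled to pyruvate oxidase, HRP and Amplex Red (0.2mM ThPP, 0.2U/mL PO and HRP, 50uM Amplex final). Substrates 250uM a-KG, 2mM L-alanine; enzyme 10ng/uL; 30 min RT.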
HEK293 viab: cell viability loss counter-screen. 150,000 compounds, 0.12% hits. Potency, µM (titrated, usually from 57.1 µM), inactives show at the top dose activity change, negative = cytotoxicity, usual class: cytotoxic. HEK-293-SNCA-luc viability, GF-AFC fluorescence, 24 h. AID 1671193;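 also: potency is read from the fitted curve at half-maximal effect; 0% = DMSO-treated cells and -100% = medium-only wells without cells; nearly all actives have a fitted effect of over 30% in size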
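Cytotoxicity counterscreen: after 24 h compound treatment of genome-edited SNCA-luciferase HEK-293 cells, live-cell protease substrate GF-AFC read by fluorescence after 30 min; activity scaled between DMSO (0%) and medium-only (-100%), curves Hill-fitted.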
HEK cytotox: kills HEK 293 cells; HEK 293 viability, ATP luminescence (CellTiter-Glo), 48-72 h; Potency, µM (top dose mostly 115 µM), for the others: at the top dose activity change, negative = cytotoxicity, actives largely listed as inhibitors; 94,000 compounds, 6.6% hits; also: potency is read from the fitted curve at half-maximal effect; nearly all actives have a fitted effect of over 60% in size
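HEK 293 cells seeded at 250 cells/well were exposed to compound for 48 or 72 hr at 37 degree Celsius. Viability taken as ATP content by CellTiter-Glo luminescence.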
3T3 cytotox: cytotoxic compounds in NIH 3T3 cells. NIH 3T3 viability, CellTiter-Glo ATP luminescence, 48-72 h. Potency, µM (series often up to 96.7 µM), without a hit: top-dose activity change, negative = cytotoxicity, usual class: inhibitors. 94,000 compounds, 4.3% hits; also: potency is read from the fitted curve at half-maximal effect; nearly all actives have a fitted effect of over 55% in size
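Mouse fibroblast NIH 3T3 cells, 400 per well, received compound via pintool and were incubated for 48 or 72 hr prior to CellTiter-Glo ATP luminescence measurement.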
IP6K1 inh: inhibitors of human IP6K1; Q92551; IP6K1 kinase, ADP-Glo luminescence, 2 h; hits give low values; activity change, % (series mostly up to about 58 µM); 140,000 compounds, 0.81% hits; in the data active = activity change below about -25%
Target sequence (Q92551 whole entry, looked up): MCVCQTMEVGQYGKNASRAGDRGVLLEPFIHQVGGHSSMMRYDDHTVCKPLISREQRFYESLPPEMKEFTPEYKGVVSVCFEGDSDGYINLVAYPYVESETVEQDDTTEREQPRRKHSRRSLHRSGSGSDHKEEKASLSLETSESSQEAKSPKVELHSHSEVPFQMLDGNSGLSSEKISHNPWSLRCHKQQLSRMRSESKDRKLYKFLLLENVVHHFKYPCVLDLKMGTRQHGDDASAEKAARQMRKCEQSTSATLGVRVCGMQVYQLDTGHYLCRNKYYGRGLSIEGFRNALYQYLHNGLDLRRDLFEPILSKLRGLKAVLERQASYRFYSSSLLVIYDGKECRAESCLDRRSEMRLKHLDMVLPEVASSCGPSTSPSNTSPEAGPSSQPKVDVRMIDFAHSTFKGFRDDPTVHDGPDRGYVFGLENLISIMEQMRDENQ
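ADP-Glo luminescence measures ADP made by human IP6K1 during a 2 h RT reaction with ATP/IP6 (mix at 1.3 mM/130 uM); top library doses 57.5 and 19.1 uM final.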
Luciferase inh: Photinus pyralis luciferase inhibition | P08659 | purified P. pyralis luciferase, luminescence, biochemical | Potency, µM (top dose mostly 115 µM), for the others: at the highest dose activity change, negative = inhibition, hits mostly inhibitors | 76,000 compounds, 2.5% hits; also: potency is read from the fitted curve at half-maximal effect; nearly all actives have a fitted effect of over 65% in size
Target sequence (P08659 whole entry, looked up): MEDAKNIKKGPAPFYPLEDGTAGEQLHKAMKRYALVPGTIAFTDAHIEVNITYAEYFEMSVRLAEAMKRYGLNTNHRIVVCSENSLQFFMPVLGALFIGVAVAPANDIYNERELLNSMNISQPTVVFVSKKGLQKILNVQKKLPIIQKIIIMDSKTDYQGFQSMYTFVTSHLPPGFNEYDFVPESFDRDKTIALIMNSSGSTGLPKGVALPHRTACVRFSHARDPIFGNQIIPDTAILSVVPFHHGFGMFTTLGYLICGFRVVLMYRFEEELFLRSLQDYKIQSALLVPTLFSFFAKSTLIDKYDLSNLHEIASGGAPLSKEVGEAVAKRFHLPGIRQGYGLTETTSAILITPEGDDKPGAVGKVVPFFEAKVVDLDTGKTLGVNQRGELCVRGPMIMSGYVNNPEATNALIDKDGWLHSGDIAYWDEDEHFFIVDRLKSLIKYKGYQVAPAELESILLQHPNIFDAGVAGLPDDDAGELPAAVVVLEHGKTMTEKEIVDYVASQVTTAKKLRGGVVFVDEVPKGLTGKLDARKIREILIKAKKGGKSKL
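Luminescence read by CCD imager after adding enzyme (10nM final) to wells holding compound, titrated in qHTS. Substrates 10uM each D-luciferin and ATP; buffer 50mM Tris acetate pH 7.5, 10mM Mg acetate, Tween-20, BSA.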
An asterisk follows results filed as active; i = inactive; ? = inconclusive; . = not tested or not shown; [ ] = dose if it differs, or a comment. Unless noted, calls follow the shape of the dose curve; as a rule, active = well fitted curve in the direction sought with a large enough effect; inconclusive = small, poorly fitted or top-dose-only effect, or another doubt; inactive = no such curve, though single readings can be large; an effect the other way counts as inactive or inconclusive. Unless noted, % is scaled to controls: 0 for no effect and ±100 for the full control effect. An excerpt (hit frequency here may not be typical).

canonical_smiles	SNCA expr inh	GPT2 inh	HEK293 viab	HEK cytotox	3T3 cytotox	IP6K1 inh	Luciferase inh
COc1ccc(-c2nc(-c3c(C)noc3C)cc3c2cc(C)n3CCN(C)C)cc1OC	-18%[87.6 µM]	i	-21%[87.6 µM]	89µM*	?	-7	12%[172 µM]
N#Cc1cccc(C(=O)N2CCCCC2CCn2cc(-c3ccccc3)nn2)c1 (stereo unspecified)	35%[activator]	i	7%	?	-21%	27	.
CC(C)CNC(=O)N1CCC(CCOc2ccc(F)cc2)C1 (stereo unspecified)	-27%	i	-3%	?	?	4	0%
COCCNC(=O)[C@@H](C)C1CC[C@@]2(C)CC[C@H](NC(=O)c3ccc(C#N)cc3)[C@@H](C)[C@@H]2[C@H]1O (stereo partly specified)	-14%	-8%	1%	-13%	-15%	13	7%
Cc1ccc(CN2CCC(C3CCN(C)CC3)C2)o1 (stereo unspecified)	-23%	i	-11%[12.5 µM]	-5%	-9%	1	-11%
COc1ccccc1NC(=O)CN1C(=O)c2cccc3cccc1c23	48%[activator]	.	13%	.	.	-12	.
FC(F)(F)c1cccc(C2=NOC3(CCN(Cc4cccc5ccccc45)CC3)C2)c1	9%	i	-12%	?	-25%	-5	-1%
CCSc1nc2n(n1)C(c1ccc(CC)cc1)C(C(=O)Nc1ccccc1OC)=C(C)N2 (stereo unspecified)	-12%	.	-7%	.	.	19	.
CCN(CC)S(=O)(=O)c1ccc(NC(=O)CN(c2ccccc2)S(=O)(=O)N(C)C)cc1	3%	.	9%	.	.	11	.
CC1CCCCN1C(=O)Cn1ccn2nc(-c3ccc(F)cc3)c(CO)c2c1=O (stereo unspecified)	4%	2%	-7%	?	-17%	8	-8%
COc1ccccc1Nc1ccnc(N2CCC(C(=O)NCc3cccc(F)c3)CC2)n1	-28%	i	-22%	?	?	9	.
COc1ccc(Cn2c(=O)c(-c3noc(C)n3)c3n(c2=O)CCCCC3)cc1	7%	-3%	6%	-6%	-3%	30	-4%
O=C(NC1CCCCC1)C1CN(S(=O)(=O)c2cc(F)cc(F)c2)CC12CCOCC2 (stereo unspecified)	-8%	i	-4%	2%	-5%	25	0%
CCN(C)Cc1cn(Cc2ccccc2)nc1-c1ccc2c(c1)OCO2	4%	?	-13%	-4%	-17%	10	4%
O=C1CCCN1Cc1nc(-c2ccc(F)c(Cl)c2)no1	86%[activator]	-14%	14%	?	-17%	-5	-24%
Cc1ccc(CNC(=O)c2sc3nc(C)cc(C)c3c2-n2cccc2)cc1	-11%	.	4%	.	.	-9	.
COCCOc1ncccc1-c1noc([C@@H]2CCCN2CC2CC2)n1	-10%[87.6 µM]	1%[88.5 µM]	-14%[87.6 µM]	-27%[172 µM]	-15%[174 µM]	22	-5%[172 µM]
CN(C)c1ccc(CN2CCC3(C2)C(=O)Nc2ccccc23)cc1 (stereo unspecified)	59%[activator][87.6 µM]	-3%[88.5 µM]	-5%[87.6 µM]	?	?	5	0%[172 µM]
CN(C)C(=O)C1CN(C(=O)Nc2cccc(F)c2)CC12CCOCC2 (stereo unspecified)	-14%	0%	-3%	5%	-14%	9	-6%
O=C(CSc1cn(CCNC(=O)c2cccc(C(F)(F)F)c2)c2ccccc12)Nc1ccc2c(c1)OCCO2	?	.	?	.	.	6	.
CC1CCN(C(c2ccc(F)cc2)c2ccc(C(C)C(=O)O)cc2-c2ccc(C(F)(F)F)cc2)CC1 (stereo unspecified)	.	-2%	?	.	.	-1	.
COC1CCN(CC2CCCCCN2C(=O)CCCc2ccccc2)CC1 (stereo unspecified)	56%[activator]	-21%	-16%	?	?	-11	-21%
CCN1CC(C(=O)N2CCN(Cc3cccc(F)c3)C(=O)C2)CC1=O (stereo unspecified)	2%	-7%	3%	i	i	3	0%
C[C@@H]1C(=O)O[C@H](C)[C@H]1CC(=O)[C@](C)(O)[C@H]1CC[C@@]2(O)C3=CC(=O)[C@@H]4C[C@@H](O)[C@@H](O)C[C@]4(C)C3CC[C@]12C (stereo partly specified)	.	5%[27.3 µM]	6%[23.9 µM]	.	.	1	.
COCCn1c(CN2CCn3nc(C#N)cc3C2)nnc1C1CC(N)C1 (stereo unspecified)	-15%	-11%	-3%	2%	-14%	6	4%
COCCc1nncn1C1CCN(S(=O)(=O)c2cccc(Cl)c2)CC1	1%	2%	3%	-5%	-12%	-2	0%
CCCNC(=O)C1COC2(CCN(C(=O)C3CCC3)CC2)N1C(=O)c1ccc(OC)cc1 (stereo unspecified)	16%	i	2%	?	-34%	-11	-10%
CCn1nccc1C(=O)N1C[C@@H](Oc2ccccc2)C[C@@H]1C(=O)NC	-9%	i	-6%	4%	i	2	0%
COc1ccc(OC2CN(C(=O)c3ccccc3F)C2)cc1	88%[activator]	-7%	5%	-7%	-1%	5	.
CCOc1cc(/C=C(\C#N)C(=O)Nc2ccc(OC)cc2)ccc1OCc1cc(=O)n2nc(CC)sc2n1	34%[activator]	.	-20%	.	.	18	.

4 neighbouring entries from above, for reference:
canonical_smiles	SNCA expr inh	GPT2 inh	HEK293 viab	HEK cytotox	3T3 cytotox	IP6K1 inh	Luciferase inh
C[C@@H]1C(=O)O[C@H](C)[C@H]1CC(=O)[C@](C)(O)[C@H]1CC[C@@]2(O)C3=CC(=O)[C@@H]4C[C@@H](O)[C@@H](O)C[C@]4(C)C3CC[C@]12C (stereo partly specified)	.	5%[27.3 µM]	6%[23.9 µM]	.	.	1	.
COCCn1c(CN2CCn3nc(C#N)cc3C2)nnc1C1CC(N)C1 (stereo unspecified)	-15%	-11%	-3%	2%	-14%	6	4%
COCCc1nncn1C1CCN(S(=O)(=O)c2cccc(Cl)c2)CC1	1%	2%	3%	-5%	-12%	-2	0%
CCCNC(=O)C1COC2(CCN(C(=O)C3CCC3)CC2)N1C(=O)c1ccc(OC)cc1 (stereo unspecified)	16%	i	2%	?	-34%	-11	-10%

Next part
canonical_smiles	SNCA expr inh	GPT2 inh	HEK293 viab	HEK cytotox	3T3 cytotox	IP6K1 inh	Luciferase inh
COC(=O)[C@@H]1Cc2ncn(Cc3ccc(Cl)cc3)c2CN1CCCc1ccccc1	?	1%[88.5 µM]	?	25µM*	-95%[138 µM]	-16	7%[172 µM]
Cc1ccc(N2CC(C)N(C(=O)c3ccc(-n4cnnn4)cc3)CC2=O)cc1 (stereo unspecified)	-20%	-6%	-7%	i	-24%	10	4%
CCc1ccc(NC(=O)CN2C(=O)C3CCCN3c3ccc(S(=O)(=O)N(CC)CC)cc32)cc1 (stereo unspecified)	-19%	.	1%	.	.	0	.
O=C(NCc1ccccc1)c1ccc2c(c1)OCCN(c1ccccc1)C2	?	-2%[88.5 µM]	-24%[87.6 µM]	?	?	2	2%[172 µM]
Cc1ccc(S(N)(=O)=O)cc1C(=O)N[C@H]1[C@@H]2CCO[C@@H]2[C@@H]1C1CCCC1	-33%	2%[11.5 µM]	-5%	-16%	-20%	7	-6%
O=C(CC[C@H]1NC(=O)c2ccccc2NC1=O)NCCc1ccccn1	-7%	-7%	1%	4%	i	22	0%
O=C(NC1C[C@H]2CC[C@@H](C1)N2C(=O)Cc1ccccc1)c1ccncc1 (stereo partly specified)	23%	i	-6%	-29%	-17%	6	4%
CCCn1nc(C)cc1CN(CC)C(=O)c1cc[nH]c1C1CCCNC1 (stereo unspecified)	?	-25%	1%[12.5 µM]	i	i	8	-14%
CCOC(=O)c1ccc(NC(=O)C(Cc2ccccc2)N2Cc3ccccc3C2=O)cc1 (stereo unspecified)	-6%	.	-12%	.	.	-19	.
COc1ccc(CCN2C(=O)N(c3cccc(OC)c3)C(=O)C2CC(=O)Nc2ccccc2)cc1 (stereo unspecified)	?	.	-18%	.	.	8	.
Cc1ccc(Cn2c(C(=O)O)c(CNCCc3cccs3)c3ccc(C)cc32)cc1	9%	.	9%	.	.	5	.
Cc1ccc(Cl)cc1N1CCN(C(=O)c2ccc3c(c2)N(Cc2ccccc2)CCS3)CC1	-4%	.	1%	.	.	-11	.
Cc1ccc(NC(=O)Cn2cnc3c2c(=O)n(C)c(=O)n3C)cc1C	45%[activator]	.	9%	.	.	16	.
COCC(=O)NCCNC(=O)c1ccc(-c2cccc(OC)c2)cc1	.	.	.	?	-35%[138 µM]	-13	.
CCOc1cc(-c2nnc(SCC(=O)NC3CCCC3)nc2-c2ccc(OC)c(OCC)c2)ccc1OC	62%[activator]	.	-2%	.	.	-3	.
CC(=O)O[C@@H]1C[C@]2(C)[C@@]3(CCC4[C@@]5(C)CC[C@H](O[C@@H]6O[C@H](C(=O)O)[C@@H](O)[C@H](OC7OC(CO)C(O)C(O)[C@H]7O[C@@H]7O[C@@H](C)[C@H](O)[C@@H](O)[C@H]7O[C@@H]7OC[C@](O)(CO)[C@H]7O)[C@H]6OC6OC(CO)C(O)C(O)C6O)C(C)(C)C5CC[C@]42C)OC[C@@]12CCC(C)(C)CC23 (stereo partly specified)	.	?	-19%[12.5 µM]	.	.	-5	.
O=C(O)c1ccc(CN2Cc3[nH]cnc3C[C@H]2c2nc(-c3cccc([N+](=O)[O-])c3)no2)cc1	17%	4%	3%	2%	-8%	1	12%
CC(C)OCCCNC(=O)Cc1ccc(NC(=O)N2CCCCc3ccccc32)cc1	57%[activator]	.	6%	.	.	12	.
Cc1ccc2c(=O)cc(C(=O)N(Cc3ccc(C(C)(C)C)cc3)C3CCS(=O)(=O)C3)oc2c1 (stereo unspecified)	-10%	.	-10%	.	.	11	.
CCOC(=O)C1=CN(CC(=O)Nc2ccc(C)c(C)c2)S(=O)(=O)N=C1C	-20%	-11%	-4%	?	-26%	15	-8%
Oc1cc(O)c2c(c1)O[C@H](c1ccc(O)c(O)c1)[C@@H](O)C2	-19%	?	-17%	.	.	.	.
CC#CCn1cc2c3c(cccc31)[C@H](CC(C)C)N[C@H](C(=O)NCCC)C2	?	1%[88.5 µM]	-15%[87.6 µM]	56µM*	40µM*	-4	-16%[172 µM]
